rTrxR1 inhibitor – rat TrxR1 inhibition | recombinant rTrxR1, NADPH fluorescence consumption, selenite substrate | Potency, µM (doses to about 114 µM), for the others: at the top dose activity change, negative = inhibition, actives largely listed as inhibitors | 1% of 390,000 active | AID 588453; further: potency means the concentration at half of the fitted maximal effect; on the % scale 0 is the no-effect control and ±100 the full control effect; nearly all actives have a fitted effect of over 65% in size
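Rat TrxR1 (90 nM in the dispensed reagent) was pre-reduced with 400 uM NADPH for 5 min at room temperature, then incubated with compound for 15 min. After 400 uM selenite was added, NADPH fluorescence (Ex 340/Em 450 nm) was followed for 8 min.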
Tb PGK inh – blocks T. brucei phosphoglycerate kinase | P07378 | PGK/GAPDH coupled, Kinase-Glo luminescence, 60 min | Potency, µM (titrated, usually from 57.5 µM), inactives show at the highest dose activity change, negative = inhibition, usual class: inhibitors | 0.043% of 380,000 active | AID 602233; further: potency means the concentration at half of the fitted maximal effect; on the % scale 0 is the no-effect control and ±100 the full control effect; nearly all actives have a fitted effect of over 60% in size
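Luminescent ATP detection (Kinase-Glo Plus) follows a 60-minute room-temperature incubation, with wells lacking PGK as controls. Buffer: 100 mM TEA (pH 7.6), 5 mM MgCl2, 0.01% Tween-20. Coupling enzyme GAPDH (100 nM final) supplies unstable 1,3-BPG in-well.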
USP1 inh – USP1/UAF1 (human) deubiquitinase inhibition; recombinant USP1/UAF1, Ub-Rhodamine cleavage fluorescence; Potency, µM (titrated, usually from 57.1 µM), without a hit: at the highest dose activity change, negative = inhibition, actives largely listed as inhibitors; 0.23% of 390,000 active; AID 743255; further: potency means the concentration at half of the fitted maximal effect; on the % scale 0 is the no-effect control and ±100 the full control effect; nearly all actives have a fitted effect of over 60% in size; inactives centre near -12
Target sequence (O94782 whole entry, looked up): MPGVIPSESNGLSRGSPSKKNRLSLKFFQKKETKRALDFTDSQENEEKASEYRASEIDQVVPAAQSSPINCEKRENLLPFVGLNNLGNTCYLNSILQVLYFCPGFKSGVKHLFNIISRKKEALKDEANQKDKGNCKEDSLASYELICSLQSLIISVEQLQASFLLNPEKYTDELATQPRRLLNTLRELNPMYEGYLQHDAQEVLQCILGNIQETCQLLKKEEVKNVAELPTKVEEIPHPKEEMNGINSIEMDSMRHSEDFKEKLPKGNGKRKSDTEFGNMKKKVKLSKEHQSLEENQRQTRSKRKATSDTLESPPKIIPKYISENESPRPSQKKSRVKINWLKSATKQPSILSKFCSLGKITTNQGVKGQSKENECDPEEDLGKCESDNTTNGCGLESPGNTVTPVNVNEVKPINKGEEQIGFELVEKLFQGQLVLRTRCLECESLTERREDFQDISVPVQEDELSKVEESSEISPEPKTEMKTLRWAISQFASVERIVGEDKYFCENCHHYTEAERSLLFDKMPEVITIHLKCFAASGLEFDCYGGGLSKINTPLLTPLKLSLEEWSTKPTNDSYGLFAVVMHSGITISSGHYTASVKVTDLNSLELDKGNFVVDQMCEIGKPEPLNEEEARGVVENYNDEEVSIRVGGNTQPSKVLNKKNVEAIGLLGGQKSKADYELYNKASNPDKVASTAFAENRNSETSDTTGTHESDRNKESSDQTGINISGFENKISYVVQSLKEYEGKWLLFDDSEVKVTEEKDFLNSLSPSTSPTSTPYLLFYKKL
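Step one: compound is pinned into 1nM USP1/UAF1 in HEPES pH 7.8 buffer with TCEP. Step two: 15 min room-temperature incubation. Step three: Ub-Rho (150nM final) starts cleavage, tracked by fluorescence over six one-minute reads.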
PI4K2A block – blocks human PI4K2A kinase activity; activity change, negative = inhibition, % at 76.9 µM; AID 1346378; 0.13% of 420,000 active; purified PI4K2A, ADP-Glo luminescence, 1 h; active compounds read low; Q9BTU6; in the data active means activity change below about -50%; inconclusive means mostly about -30% to -49%;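 further: -100% = wells without enzyme as full effect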
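PI4K2A activity was measured by ADP-Glo luminescence: enzyme (4 ug/mL stock) and phosphatidylinositol (1.2 mM stock) in Tris pH 7.5/MgCl2/EGTA/Triton X-100 buffer were reacted with ATP (300 microM stock) for one hour at ambient temperature.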
GLS inhibitor – glutaminase GLS (human) inhibition | GLS enzymatic activity, qHTS titration | O94925 | Potency, µM (series often up to 45.5 µM), for the others: at the top dose activity change, negative = inhibition, actives largely listed as inhibitors | AID 624170 | 0.21% of 410,000 active; further: potency means the concentration at half of the fitted maximal effect; on the % scale 0 is the no-effect control and ±100 the full control effect
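Two-point fluorescence kinetic (t0, 30 min RT) for hKGA; glutamate detected via glutamate oxidase–HRP–Amplex Red. Substrate: 1 mM L-glutamine solution; buffer 45 mM KH2PO4, pH 8.2.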
HP1b chromo inh – blocks HP1-beta chromodomain binding to methylated histone tails; 0.56% of 390,000 active; Potency, µM (top dose mostly 114 µM), inactives show at the top dose activity change, negative = inhibition, usual class: inhibitors; P83916; AlphaScreen HP1-beta / biotin-H3K9me3 peptide binding; further: potency means the concentration at half of the fitted maximal effect; nearly all actives have a fitted effect of over 70% in size; inactives centre near 23
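Compound inhibition of the preformed complex between 50 nM HP1-beta and 50 nM biotinylated H3K9me3 peptide was read by AlphaScreen. Buffer was PBS pH 7.4 with 0.01% Tween-20. Incubations ran 30 min at room temperature, with 10 ug/mL donor/acceptor beads.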
Pin1 inhibitor – blocks the human prolyl isomerase Pin1; Q13526; Pin1 FP peptide displacement, HiFluor488, 10 min; Potency, µM (doses to about 115 µM), for the others: at the top dose activity, negative = inhibition, actives largely listed as inhibitors; 0.009% of 390,000 active; AID 504891; active means well fitted inhibition curve with a large enough effect in the polarisation, with a control signal flat, not every such curve was filed as active; inconclusive means small, poorly fitted or top-dose-only effect, or effect the other way, or a change in a side signal; inactive means no such curve, though single readings can be large or run the other way; the % refers to the polarisation; further: potency means the concentration at half of the fitted maximal effect; on the % scale 0 is the no-effect control and ±100 the full control effect
Target sequence (Q13526 whole entry, looked up): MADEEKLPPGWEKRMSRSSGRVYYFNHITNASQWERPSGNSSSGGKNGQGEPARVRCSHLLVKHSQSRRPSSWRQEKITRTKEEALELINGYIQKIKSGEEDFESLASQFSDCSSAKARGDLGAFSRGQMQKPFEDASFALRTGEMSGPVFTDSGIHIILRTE
TrxR1 substrate – substrates of rat thioredoxin reductase 1; O89049; purified TrxR1 substrate turnover, NADPH consumption readout; Potency, µM (top dose mostly 114 µM), inactives show at the highest dose activity change, negative = substrate turnover; 0.01% of 390,000 active; AID 588456; further: potency means the concentration at half of the fitted maximal effect; on the % scale 0 is the no-effect control and ±100 the full control effect; nearly all actives have a fitted effect of over 50% in size
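Rat TrxR1, dispensed at 90 nM, was prereduced with 400 uM NADPH (final) for 5 min at ~22 deg C, then incubated with compound 15 min before 400 uM selenite. A first-read NADPH fluorescence drop versus no-compound background flagged substrates.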
mIDH1 inhibitor – human IDH1 R132H inhibition | O75874 | AID 602179 | IDH1-R132H enzyme, NADPH consumption, diaphorase/resazurin fluorescence | 0.093% of 390,000 active | Potency, µM (top dose mostly 76.6 µM), for inactives: at the highest dose activity change, negative = inhibition, actives largely listed as inhibitors; further: potency means the concentration at half of the fitted maximal effect; on the % scale 0 is the no-effect control and ±100 the full control effect; nearly all actives have a fitted effect of over 65% in size
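IDH1-R132H (0.5 ug/mL) preincubated 30 min with compound, then NADPH (0.016 mM) and alpha-KG (2 mM) added; 80 min at RT, pH 7.5. Remaining NADPH coupled via diaphorase/resazurin to fluorescence (540/590 nm); concentration-response curves normalized to no-enzyme control.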
* hit, by the source's call; i = inactive; ? = inconclusive; nt = no result given; & = joins results of further samples; [ ] = another dose, or the depositor's remark. Unless noted, the call rests on the fitted dose curve; in most records, active means well fitted curve in the direction sought with a large enough effect; inconclusive means small, poorly fitted or top-dose-only effect, or another doubt; inactive means no such curve, though single readings can be large; an effect the other way counts as inactive or inconclusive.

Preview:
SMILES | rTrxR1 inhibitor | Tb PGK inh | USP1 inh | PI4K2A block | GLS inhibitor | HP1b chromo inh | Pin1 inhibitor | TrxR1 substrate | mIDH1 inhibitor
COc1ccc(CCC(=O)Nc2ccc(N3CCOCC3)c(S(=O)(=O)Nc3ccc(OC)cc3)c2)cc1 | 25% | -10% | -12% | 3 | 9% | 10% | 11% | -5% | 0%
COc1ccc(NC(=O)Nc2cccc3c2O[C@@H](CN(C)CC2CCCCC2)[C@@H](C)CN([C@H](C)CO)C3=O)cc1 | 16% | -1% | -13% | -2 | 13% | 29% | 16% | -2% | -1%

This part in full, previewed entries included:
SMILES | rTrxR1 inhibitor | Tb PGK inh | USP1 inh | PI4K2A block | GLS inhibitor | HP1b chromo inh | Pin1 inhibitor | TrxR1 substrate | mIDH1 inhibitor
COc1ccc(CCC(=O)Nc2ccc(N3CCOCC3)c(S(=O)(=O)Nc3ccc(OC)cc3)c2)cc1 | 25% | -10% | -12% | 3 | 9% | 10% | 11% | -5% | 0%
COc1ccc(NC(=O)Nc2cccc3c2O[C@@H](CN(C)CC2CCCCC2)[C@@H](C)CN([C@H](C)CO)C3=O)cc1 | 16% | -1% | -13% | -2 | 13% | 29% | 16% | -2% | -1%
Nc1nnc(SCc2ccc(F)cc2)s1 | 24% | i | -1% | -1 | -21% | 18% | 4% | -1% | 2%
COc1ccc(CCNC(=O)c2cc3c(=O)n4cccc(C)c4nc3n(Cc3ccco3)c2=N)cc1OC | 13% | -7% | -8% | 2 | -3% | -1%[57 µM] | ? | 3% | -6%
COc1ccc(OC)c(NC(=O)CSc2cn(CC(=O)N3CCOCC3)c3ccccc23)c1 | 19% | -5% | -6% | -5 | 1% | 27% | 7% | 4% | -16%
CCN(CC)C(=O)C1=C(C)N(Cc2ccc(F)cc2)C(=O)C(CC(=O)NCCN2CCOCC2)C1 (centres undefined) | nt | i | -29% | -3 | -8% | nt | nt | nt | 25%
Cc1ccc(S(=O)(=O)CC(=O)Nc2ccccn2)cc1 | 2% | 7% | -4% | -15 | 2% | -8% | -2% | 1% | -8%
CCCCCC(=O)N1CC2(CC)CN(C(=O)CCCCC)CC(CC)(C1)C2=O | 27% | 4% | -10% | -4 | -10% | 27% | -1% | 6% | 6%
COc1ccc(NC(=O)Cc2c(Sc3ccccc3)c3ccccc3n2C)cc1 | 14% | -6% | -20% | -6 | 3% | 13% | 28% | 3% | 1%
C/C(=N\NC(=O)c1nnn(-c2nonc2N)c1CN(C)c1ccccc1)c1ccccc1O | 7% | -6% | -22% | 4 | 0% | 13%[57 µM] | 50%[activator] | -4% | 4%
COc1cccc(CNCC(=O)N2C(C)CCCC2C)c1 (centres undefined) | 12% | -1% | 3% | 7 | 0% | ? | 3% | 3% | 2%
CCc1nnc(NC(=O)c2ccc(S(C)(=O)=O)cc2)s1 | 25% | i | -26% | -2 | ? | 1% | 5% | -1% | 7%
CNc1nc(C)c(C#N)c(-c2ccccc2)c1C(C)=O | -1%[57.1 µM] | 7% | -2% | -1 | 8% | 11% | 1% | -2% | 11%
O=C(Nc1ccc(Cl)cc1)NC1(C(=O)NCCCN2CCOCC2)CCCCC1 | -7% | -7% | -4% | 4 | -13% | 67%[activator] | 8% | -2% | -5%
CCOC(=O)N1CCN(C(=O)C(C)SCc2ccccc2)CC1 (centres undefined) | 31% | nt | -7% | -1 | 6% | 30% | -11% | 12% | 0%
Cc1cc(C)n2nc(C(=O)N3CCOCC3)nc2n1 | 20%[57.1 µM] | -5% | -16% | -1 | 2% | 22% | -2% | 11%[57.1 µM] | -6%
COc1ccc(Cl)cc1NC(=O)CSc1nccn1Cc1ccco1 | 21%[57.1 µM] | i | -14% | 1 | 0% | -3%[57 µM] | -1% | 0%[57.1 µM] | 10%
CCOc1ccc(-c2[nH]ncc2Oc2ccccc2OCC)c(O)c1 | 0% | 1% | -33% | 0 | -3% | 26% | 0% | -8% | 4%
Cc1ccc(Nc2c([N+](=O)[O-])ccc3c2=NC2(CCCCC2)N=3)cc1 | 1% | 0% | -23% | -8 | 22% | ? | -8% | -4% | -5%
O=C(NCC(=O)N(CC1CCCO1)C(C(=O)NC1CCCCC1)c1cccnc1)c1cccs1 (centres undefined) | 11% | -5% | -2% | -2 | 0% | 20% | 2% | 1% | 1%
Nc1nc(=S)c2[nH]cnc2[nH]1 | -22% | -1% | -25% | -2&-7 | -13%&33% | 5% | 1% | -5% | 5%
O=C(O)CC(C(=O)O)C(c1ccccc1)c1ccccc1 (centres undefined) | 24% | i | 9% | -14 | -20% | 1% | -10% | 2% | 4%
CCOc1ncccc1C(=O)OCC(=O)Nc1cc(S(=O)(=O)N2CCOCC2)ccc1C | 17% | i | -3% | -3 | 11% | 18% | 1% | 11% | 4%
CC(C(=O)Nc1ccc(C(N)=O)cc1)N1C(=O)c2ccccc2S1(=O)=O (centres undefined) | 0%[57.1 µM] | 3% | -2% | 2 | 5% | 8% | -1% | -1%[57.1 µM] | 0%
COc1ccc(N2CCN(C(=O)COC(=O)c3ccc(-n4nc(C)cc4C)cc3)CC2)cc1 | 10% | 4% | -3% | 1 | 23% | 18% | 1% | 1% | 5%
O=C(Nc1ccc(-c2cnco2)cc1)c1ccc(F)cc1F | 15%[57.1 µM] | 6% | 2% | -26 | 2% | 86%[activator] | -2% | 7%[57.1 µM] | 6%
COc1ccc(C(C#N)c2ccc(=O)[nH]n2)cc1 (centres undefined) | 8%[57.1 µM] | -5% | -22% | -62* | 2% | 28% | -1% | 4%[57.1 µM] | 1%
CCC(=O)Nc1sc2c(c1C(=O)N(C)C)CCCCC2 | 1% | 0% | -7% | 0 | 7% | 2% | 0% | -1%[57.1 µM] | -6%
O=C(Nc1c(Br)cc2c(c1Br)Cc1ccccc1-2)C(F)(F)F | -15%[11.4 µM] | -9% | ? | 3 | -1% | 59%[activator] | 0% | 5%[11.4 µM] | 1%
CCn1c(CSc2nnc(-c3ccncc3)n2CCOC)nc2cc(C(=O)O)ccc21 | 15%[57.1 µM] | 0% | -16% | -7 | 15% | 36%[activator] | -7% | -3% | -2%

Complete entries, quoted from the list:
Results for COc1ccc(C(C#N)c2ccc(=O)[nH]n2)cc1 (centres undefined) → rTrxR1 inhibitor: 8%[57.1 µM]; Tb PGK inh: -5%; USP1 inh: -22%; PI4K2A block: -62*; GLS inhibitor: 2%; HP1b chromo inh: 28%; Pin1 inhibitor: -1%; TrxR1 substrate: 4%[57.1 µM]; mIDH1 inhibitor: 1%
Results for CCC(=O)Nc1sc2c(c1C(=O)N(C)C)CCCCC2 → rTrxR1 inhibitor: 1%; Tb PGK inh: 0%; USP1 inh: -7%; PI4K2A block: 0; GLS inhibitor: 7%; HP1b chromo inh: 2%; Pin1 inhibitor: 0%; TrxR1 substrate: -1%[57.1 µM]; mIDH1 inhibitor: -6%

The main list resumes; the 2 compounds before the break are reprinted first.
SMILES | rTrxR1 inhibitor | Tb PGK inh | USP1 inh | PI4K2A block | GLS inhibitor | HP1b chromo inh | Pin1 inhibitor | TrxR1 substrate | mIDH1 inhibitor
O=C(Nc1c(Br)cc2c(c1Br)Cc1ccccc1-2)C(F)(F)F | -15%[11.4 µM] | -9% | ? | 3 | -1% | 59%[activator] | 0% | 5%[11.4 µM] | 1%
CCn1c(CSc2nnc(-c3ccncc3)n2CCOC)nc2cc(C(=O)O)ccc21 | 15%[57.1 µM] | 0% | -16% | -7 | 15% | 36%[activator] | -7% | -3% | -2%
CN=C1c2c(-c3ccccc3)c3cc(OC)ccc3n2CCN1C | -12% | 0% | -18% | 1 | 4% | 58%[activator] | -2% | -6% | 7%
COc1ccc(NC(=O)Nc2cccc(C)n2)c(OC)c1 | 7%&15% | 8%&6% | -12%&-21% | 3&0 | 1%&-3% | 30%&42% | 1%&1% | -1%&-2% | 0%&1%
COc1ccccc1C(CNC(=O)c1cc(S(=O)(=O)N2CCOCC2)ccc1C)N1CCCC1 (centres undefined) | 16% | -6% | -20% | -3 | 9% | 34% | 1% | 3% | -13%
CCCCCN(C(=O)CCC(=O)OCc1ccccc1Cl)c1c(N)n(CCCC)c(=O)[nH]c1=O | 9% | i | -5% | -11 | 5% | 22% | 28% | -2% | 6%
CCOC(=O)c1cc2c(=O)[nH]ccc2nc1C(F)(F)F | 23%[57.1 µM] | i | -10% | -2 | 5% | 29% | 1% | 60% | 9%
c1ccc(-c2cn(-c3ccccc3)c3ncnc(NCCCN4CCOCC4)c23)cc1 | 17%[57.1 µM] | i | 4% | 2 | -11% | -14% | 2% | 0%[57.1 µM] | 1%
NS(=O)(=O)c1c(Sc2ccccc2C(=O)O)ccc2ccccc12 | 21% | -9% | -9% | -4 | 14% | 28% | -11% | -5% | -3%
CC(=O)Nc1sc(N/N=C/c2ccccc2F)nc1-c1ccc(C)cc1 | 13% | 0% | -15% | 1 | -14% | -12% | 9% | 0% | -2%
O=C(COC(=O)Cn1cnc2ccccc2c1=O)NNC(=O)c1ccc(Br)cc1 | 12%[57.1 µM] | i | -8% | -3 | 30%[activator] | 14% | 2% | 5%[57.1 µM] | 8%
Cc1cc(C)n2nc(SCC(=O)c3ccc[nH]3)nc2n1 | 5% | -5% | -6% | -21 | 7% | -25% | ? | 5% | 10%

The list is partial, so the mix of outcomes need not match the whole.
